PriA SSB inh: inhibitors of Klebsiella pneumoniae PriA binding to SSB C-terminal tail; AlphaScreen SSBct-PriA binding, biotinylated peptide; inhibition, % at 33 µM; actives 0.6% (n = 430,000); AID 1272365; in the data active = inhibition mostly above about 37%, no sharp cut-off; inactive = mostly below about 20%;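 also: plate controls were negative control peptide for no effect and reference peptide for full effect; strong numbers were not always called active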
Anthrax LF prot: blocks Bacillus anthracis lethal factor protease. AID 588501. multiplex microsphere protease cleavage assay, LF. inhibition, % at 10 µM. actives 0.12% (n = 360,000); also: plate controls were buffer without enzyme for full effect and enzyme alone for no effect
PrPC surface inh: reduces human prion protein on the cell surface. cell surface PrPC, TR-FRET read-out. inhibition, % at 13.8 µM. actives 0.43% (n = 370,000). AID 720596; in the data active = inhibition above about 24%; also: 0% = median of the test wells and 100% = reference compound wells
CCHFV vOTU inh: blocks the CCHF virus ovarian tumor domain protease | CCHFV vOTU protease, Pep-AMC fluorescence | inhibition, % at 11.5 µM | actives 0.55% (n = 370,000); in the data active = inhibition above about 30%; also: 0% = vehicle wells with enzyme and 100% = no enzyme wells
3CLpro inhibitor: SARS-CoV 3CLpro protease inhibition; P0C6X7; recombinant SARS-CoV 3CLpro, quenched FRET peptide cleavage; inhibition, % at 6 µM; actives 0.14% (n = 290,000); AID 1706; in the data active = inhibition above about 12%
Rv3671c inh: inhibits the M. tuberculosis serine protease Rv3671c. actives 0.048% (n = 320,000). P9WHR9. inhibition, % at 5.96 µM; in the data active = inhibition above about 38%;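 also: extracellular domain of Rv3671c used as enzyme; 0% = enzyme with DMSO and 100% = no enzyme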
Target sequence (P9WHR9 whole entry, looked up, the tested form may be a part): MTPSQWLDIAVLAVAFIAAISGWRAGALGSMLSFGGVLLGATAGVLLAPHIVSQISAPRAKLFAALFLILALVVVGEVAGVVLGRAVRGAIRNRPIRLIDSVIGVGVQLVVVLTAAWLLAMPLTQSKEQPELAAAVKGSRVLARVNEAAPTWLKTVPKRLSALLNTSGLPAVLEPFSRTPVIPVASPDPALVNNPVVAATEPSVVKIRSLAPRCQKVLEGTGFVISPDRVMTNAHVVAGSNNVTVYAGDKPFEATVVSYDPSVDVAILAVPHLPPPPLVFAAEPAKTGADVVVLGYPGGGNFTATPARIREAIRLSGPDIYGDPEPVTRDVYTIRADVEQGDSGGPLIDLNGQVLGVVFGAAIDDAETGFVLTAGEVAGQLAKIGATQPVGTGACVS
BoNT A protease: inhibitors of Botulinum neurotoxin A light chain protease; multiplex microsphere protease substrate cleavage, flow cytometry; actives 0.17% (n = 360,000); AID 588499; inhibition, % at 10 µM; also: plate controls were buffer without enzyme for full effect and enzyme alone for no effect
DUSP3 inh: DUSP3 (human) phosphatase inhibition; P51452; recombinant VHR phosphatase, pNPP absorbance; inhibition, % at 13.3 µM; actives 0.52% (n = 290,000); AID 1654; in the data active = inhibition above about 50%; also: some compounds called inactive have numbers as strong as hits
Target sequence (P51452 whole entry, looked up): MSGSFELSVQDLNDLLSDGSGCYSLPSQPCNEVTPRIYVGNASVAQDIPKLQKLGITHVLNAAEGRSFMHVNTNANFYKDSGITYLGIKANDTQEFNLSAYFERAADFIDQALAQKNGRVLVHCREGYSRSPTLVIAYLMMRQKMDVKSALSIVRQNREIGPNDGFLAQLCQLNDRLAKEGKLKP
MazEF act: increases E. coli MazEF RNase cleavage of RNA; activation, % at 20 µM; FAM/BHQ RNA-DNA oligo cleavage fluorescence, 5 h; AID 504720; actives 0.32% (n = 350,000); P0AE70; in the data active = activation above about 50%
Target sequence (P0AE70 whole entry, looked up): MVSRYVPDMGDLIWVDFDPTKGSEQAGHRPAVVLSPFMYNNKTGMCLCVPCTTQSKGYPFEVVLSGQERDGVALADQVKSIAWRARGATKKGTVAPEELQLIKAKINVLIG
BoNT-F LC inh: BoNT F light chain protease inhibition; Multiplex microsphere protease cleavage assay, flow cytometry; inhibition, % at 10 µM; actives 0.22% (n = 360,000); AID 588497; in the data active = inhibition above about 35%, passing the limit was not always enough; inconclusive = no clear call, values can overlap the other calls; also: plate controls were buffer without enzyme for full effect and enzyme alone for no effect
The depositor's hits bear a star; ? = inconclusive; . = no result given; & = joins results of further samples. Rule as the data show it, unless noted: active = inhibition above about 30%; inconclusive = no clear call, values can overlap the other calls; inactive = below that. An excerpt. The share of hits here may be higher or lower than overall.

SMILES | PriA SSB inh | Anthrax LF prot | PrPC surface inh | CCHFV vOTU inh | 3CLpro inhibitor | Rv3671c inh | BoNT A protease | DUSP3 inh | MazEF act | BoNT-F LC inh
CCc1nnc(NC(=O)C2CCN(C(=O)c3ccccc3C)CC2)s1 | -9 | 0 | -6 | -8 | . | . | 0.3 | . | -2 | 6
O=C(CCCn1c(=O)[nH]c2ccccc2c1=O)NCCSCc1ccccc1 | 0 | 3 | 0 | 4 | -1 | -1 | 0.5 | 0 | 6 | 1
Nc1ccc(S(=O)(=O)c2ccc(N)c(N)c2)cc1 | 1 | 2 | 4 | 20 | 0 | -12 | 0.3 | 11 | 17 | -7
O=C1c2ccccc2C(=O)N1CCOCCN1C(=O)c2ccccc2C1=O | -11 | -8 | 9 | 7 | -2 | 3 | -0.3 | 41 | 4 | -5
CN1/C(=C/C2CC(=O)N(c3cccc4ccccc34)C2=O)C(C)(C)c2ccccc21 (centres undefined) | 9 | -12 | -3 | -9 | 6 | -1 | 16 | 0 | 15 | 16
CC(C)(C)NC(=O)CN(C(=O)CNS(=O)(=O)c1ccccc1)c1ccc2c(c1)OCCO2 | -8 | 1 | 8 | -6 | 3 | -3 | -1.0 | 17 | 1 | -11
CC1CCN(S(=O)(=O)CCNC(=O)c2ccc(F)cc2)CC1 | -7 | ? | 6 | 16 | . | 7 | ? | . | 4 | ?
CN(C)C(=O)CCC(=O)N1CCCC(C(=O)c2ccc(C(F)(F)F)cc2)C1 (centres undefined) | -15 | -5 | 3 | -15 | -3 | -3 | -2.1 | 4 | -30 | -26
Cc1cc[n+](-c2[nH]c(=O)sc2/C=N/NC([S-])=Nc2ccccc2)cc1 | . | -3 | -21 | 7 | 0 | 6 | -0.1 | 5 | 3 | -13
COC(=O)c1cc2sc(Cl)cc2n1Cc1nc(-c2ccccc2)oc1C | -1 | -7 | -8 | -2 | -4 | -7 | -0.3 | 4 | -10 | -6
CCOC(=O)C1CCN(c2ncnc3c2c(-c2ccccc2)cn3-c2ccc(C)cc2)CC1 | 0 | -4 | -3 | -12 | -2 | 4 | -0.4 | 1 | -13 | -7
Cc1cccc2c1ncc1c(=O)n(-c3ccccc3)[nH]c12 | -2 | -4 | 0 | 20 | 0 | -10 | -6.9 | 57* | 5 | ?
COc1cccc(-n2c(SCC(=O)NC3CC3)nc3ccccc3c2=O)c1 | . | 0 | 6 | -14 | . | . | 0.2 | . | 7 | -2
COc1cccc(N/C=C/C(=O)c2ccc(Br)cc2)c1 | -22 | -1 | 5 | 13 | 6 | -7 | 1.1 | . | -14 | 5
COc1ccc(-c2cc(C(=O)N3CCOCC3)c3cc(C)ccc3n2)cc1 | -14 | 3 | -7 | -154 | -1 | -6 | 1.6 | 2 | 5 | 0
C[C@H]1CC[C@]2(O[C@@H](CCO)C[C@H](O)[C@H]2O)O1 | 8 | -8 | 1 | 8 | . | 0 | -0.5 | . | 6 | -3
Cc1cccc(N(CC(=O)NCC2CCCO2)C(=O)CCC(=O)Nc2nccs2)c1 (centres undefined) | 0 | 1 | -3 | 2 | -5 | 3 | 0.4 | 13 | 8 | -2
COc1cccc(CC(=O)Nc2ccc3nc(C)sc3c2)c1 | -3 | 1 | 11 | 2 | -2 | 0 | -0.8 | 1 | 2 | -5
O=C1NC(=O)c2cc([N+](=O)[O-])cc3cccc1c23 | -5 | 7 | -27 | 17 | 2 | . | 4.9 | -1 | -12 | 11
O=C(Nc1ccccc1N1CCCCC1)c1ncoc1-c1ccc(F)cc1 | -5 | -1 | -2 | -5 | -3 | 2 | -2.2 | 8 | -12 | -36

Overlap with the part before: 2 compounds, followed by the next part.
SMILES | PriA SSB inh | Anthrax LF prot | PrPC surface inh | CCHFV vOTU inh | 3CLpro inhibitor | Rv3671c inh | BoNT A protease | DUSP3 inh | MazEF act | BoNT-F LC inh
O=C1NC(=O)c2cc([N+](=O)[O-])cc3cccc1c23 | -5 | 7 | -27 | 17 | 2 | . | 4.9 | -1 | -12 | 11
O=C(Nc1ccccc1N1CCCCC1)c1ncoc1-c1ccc(F)cc1 | -5 | -1 | -2 | -5 | -3 | 2 | -2.2 | 8 | -12 | -36
CC1CCCCN1c1nnc(N)s1 (centres undefined) | -13 | 1 | 8 | 10 | 2 | -7 | -0.2 | 3 | -1 | -11
COc1ccc(CNC(=O)C(=O)N2CCC3(CC2)OCCN3S(=O)(=O)c2ccc(C)cc2)cc1 | -12 | 4 | -6 | -7 | . | -2 | 1.0 | . | 0 | -7
COc1ccc(/C=C/C(=O)OCC(=O)N(C)CC(=O)Nc2ccc(C)cc2)c(OC)c1 | 3 | 0 | 2 | 8 | . | 4 | -2.0 | . | 13 | -15
CN1C(=O)CC(N2CCC(c3nc4ccccc4[nH]3)CC2)C1=O (centres undefined) | -9 | -3 | 4 | 12 | -10 | -6 | -0.9 | 5 | 4 | -9
C=CCn1c(COc2cccc(C)c2)nnc1SCC(=O)NC(=O)NCc1ccco1 | 2 | -2 | -1 | 1 | -1 | -7 | 0.6 | 10 | 10 | 11
CNc1cc(CSc2ccc(Cl)cc2)nc(C)n1 | -6 | 1 | 5 | 9 | 2 | 1 | -0.2 | 7 | -4 | 2
Cc1cccc(C)c1NC(=O)c1c(C)nn(-c2ccccc2)c1Cl | -7 | -7 | -2 | -3 | -1 | 4 | -0.8 | -5 | 1 | -8
Cn1c(SCC(=O)N2CC(=O)Nc3ccccc32)nnc1C(F)(F)F | -3 | -2 | -3 | 4 | . | . | -2.8 | . | 0 | -6
CC(C)c1ccccc1NC(=O)COC(=O)Cc1c[nH]c2ccccc12 | -2 | -1 | 6 | -11 | 2 | -12 | -0.7 | -13 | 4 | -1
COc1cc(C(=O)Nc2cc(C(F)(F)F)ccc2N2CCOCC2)ccc1OCC(=O)N1CCOCC1 | -2 | -1 | -7 | -2 | . | 1 | 1.2 | . | 3 | 1

In the list so far, these have an aryl thioether with sulfur outside any ring.
SMILES | PriA SSB inh | Anthrax LF prot | PrPC surface inh | CCHFV vOTU inh | 3CLpro inhibitor | Rv3671c inh | BoNT A protease | DUSP3 inh | MazEF act | BoNT-F LC inh
COc1cccc(-n2c(SCC(=O)NC3CC3)nc3ccccc3c2=O)c1 | . | 0 | 6 | -14 | . | . | 0.2 | . | 7 | -2
C=CCn1c(COc2cccc(C)c2)nnc1SCC(=O)NC(=O)NCc1ccco1 | 2 | -2 | -1 | 1 | -1 | -7 | 0.6 | 10 | 10 | 11
CNc1cc(CSc2ccc(Cl)cc2)nc(C)n1 | -6 | 1 | 5 | 9 | 2 | 1 | -0.2 | 7 | -4 | 2
Cn1c(SCC(=O)N2CC(=O)Nc3ccccc32)nnc1C(F)(F)F | -3 | -2 | -3 | 4 | . | . | -2.8 | . | 0 | -6

Next structures
SMILES | PriA SSB inh | Anthrax LF prot | PrPC surface inh | CCHFV vOTU inh | 3CLpro inhibitor | Rv3671c inh | BoNT A protease | DUSP3 inh | MazEF act | BoNT-F LC inh
COc1ccc(NS(=O)(=O)c2cccc(C(=O)N(C)Cc3ccc(SC)cc3)c2)cc1 | 0 | . | 8 | 1 | . | -7 | . | . | -5 | .
CC(=O)Nc1ccc(S(=O)(=O)N2CCC(C(=O)N[C@@H](C)C(=O)NC3CCCC3)CC2)cc1 | -2 | -2 | -3 | -5 | 2 | 2 | 1.3 | 8 | 7 | 11
CC1(C)Cc2cccc(OCC(=O)Nc3cccnc3)c2O1 | -5 | -2 | -1 | 9 | -1 | 2 | -0.6 | -5 | -2 | 2
COc1ccc(CN(C)C(=O)Cc2c[nH]c3ccccc23)c(OC)c1OC | 5 | -11 | 6 | -15 | -1 | . | 0.3 | 24 | 0 | 0
Fc1ccc(CSc2nnc(Cc3sc(-c4ccccc4)nc3-c3ccccc3)o2)cc1 | -6 | -3 | 4 | 13 | -1 | 2 | 1.1 | 21 | 4 | 7
COc1ccc(/C=C/c2ccncc2)cc1OC | -7 | 0 | -8 | 0 | 3 | 4 | -0.6 | -14 | 2 | 0
CC(=O)N(Cc1cccc(Br)c1)c1ccc(N2CCOCC2)c(Cl)c1 | -2 | 4 | 8 | -4 | 2 | -5 | -4.7 | 30 | -5 | ?
C/C(=N/NC(=O)c1ccco1)c1cccc(NC(=O)c2ccc(C)s2)c1 | . | -3 | 5 | -8 | -1 | -3 | 1.4 | -5 | -3 | 10
O=C(NCc1cccnc1)C1CCN(S(=O)(=O)c2cccs2)CC1 | -10 | 0 | 3 | 1 | 2 | -4 | -1.8 | 21 | 6 | -2
CNc1ccccc1NC(=O)C1CCCN1C(=O)OCc1ccccc1 (centres undefined) | -14 | -1 | -5 | 3 | 6 | -8 | -4.5 | -3 | 9 | -8
CCCC12CN3CC(C)(CN(C1)C3c1ccc(OC)cc1)C2=O (centres undefined) | -9 | . | -1 | -1 | -6 | 5 | . | 26 | 1 | .
CSCCC(NC(=O)OC(C)(C)C)C(=O)NC(CC(C)C)C(N)=O (centres undefined) | -12 | 2 | -5 | 16 | 1 | 0 | 0.2 | 6 | -10 | 6
CCN(CC)c1ccc(N=Cc2ccccc2[N+](=O)[O-])cc1 | 80 | -11 | -11 | 23 | -1 | -13 | -0.7 | -14 | -3 | -19
CC1(C)NC(=O)N(CC(=O)OCC(=O)c2ccc(F)cc2)C1=O | -5 | -1 | 7 | 4 | . | 2 | 1.7 | . | -5 | 4
Cn1c(N)c(C(=O)Nc2ccc3ccccc3c2)sc1=S | -3 | -1 | 12 | 1 | 4 | -15 | ? | -1 | 11 | 2
CCC(C)(C#CCN1CCCCC1)OC(C)=O (centres undefined) | -10 | -6 | -1 | -1 | 0 | -4 | -0.7 | 4 | 8 | -12
CCc1cc(CNC(=O)c2ccc(OC)c(OC3CCN(C(C)C)CC3)c2)on1 | -9 | 2 | -3 | -11 | -4 | -4 | 1.0 | 57* | 4 | 9
Cc1ccc(S(=O)(=O)NCCCCCC(=O)Nc2nccs2)cc1 | 5&-4 | -5 | -3 | 4 | 2 | -6 | 0.5 | 13 | -2 | 4
O=C(O)c1ccc(Cn2cc(/C=C\[N+](=O)[O-])c3ccccc32)o1 | -13 | -3 | -11 | 8 | -1 | 2 | -1.5 | 5 | 4 | ?
CC(C)Oc1ccc(S(=O)(=O)N2CCOCC2)cc1NC(=O)C1CCCC1 | -10 | 2 | -1 | 3 | . | -13 | -3.9 | . | 5 | -6
NNC(=O)c1cccnc1Oc1ccccc1 | -6 | -9 | -7 | -10 | 7 | -1 | 0.1 | -11 | 3 | -2
Cc1c(C(=O)NCc2ccccc2)cnn1-c1ccccc1 | -5 | 4 | -3 | 3 | 6 | -2 | 0.3 | -6 | -10 | -8
COCCOC(=O)c1[nH]c2c(c1C)C(=O)CC(c1ccc(OC)cc1)C2 (centres undefined) | 5 | -6 | 10 | -8 | -4 | 1 | -0.1 | 13 | 6 | 6
CCOC1=C2[C@@H](CN(S(=O)(=O)c3ccccc3C)[C@H]2c2ccc(Cl)cc2)[C@H]2C(=O)NC(=O)[C@H]2C1 | . | -7 | -9 | 9 | . | . | 0.2 | . | . | 4
Oc1ccc(Br)cc1-c1nc2cnccn2c1NC1CCCCC1 | -5 | 0 | 1 | -8 | 2 | 10 | 0.1 | 15 | -6 | 4
COc1cccc(-c2nc3n(n2)C(c2ccc4c(c2)OCO4)C(C(N)=O)=C(C)N3)c1 (centres undefined) | -6 | 10 | 5 | -19 | 4 | 7 | 1.6 | 13 | 5 | -1
CN1CC(=O)N(CC(=O)NCCc2ccc(F)cc2)c2ccccc2C1=O | -15 | 0 | 4 | 9 | -3 | -2 | -0.3 | 7 | 1 | 7
COC1=C(Nc2ccccc2OC)C(=O)c2ccccc2C1=O | 68* | . | 8 | 13 | 3 | -1 | . | 4 | 12 | .
Cc1ccccc1-n1c(SCc2c(C)noc2C)nnc1-c1c[nH]c2ccccc12 | -13 | -3 | -5 | 5 | 2 | -5 | 0.3 | 15 | 7 | -7
